# CYP2C19 act: increases human CYP2C19 enzyme activity | recombinant CYP2C19, luciferin-H EGE luminescence; stronger effect = higher value; 0 = fully inhibited enzyme, 1 = untreated enzyme | 96,000 tested, under 10 active | activation factor at 5 µM | AID 1025 | P33261;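 active means activation factor of at least 2 at 5 µM in the primary screen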;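 further: 0 = wells with 2.5 mM tranylcypromine and 1 = vehicle-only wells; values of inactives mirror those of a sister screen read the other way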
# Target sequence (P33261 whole entry, looked up): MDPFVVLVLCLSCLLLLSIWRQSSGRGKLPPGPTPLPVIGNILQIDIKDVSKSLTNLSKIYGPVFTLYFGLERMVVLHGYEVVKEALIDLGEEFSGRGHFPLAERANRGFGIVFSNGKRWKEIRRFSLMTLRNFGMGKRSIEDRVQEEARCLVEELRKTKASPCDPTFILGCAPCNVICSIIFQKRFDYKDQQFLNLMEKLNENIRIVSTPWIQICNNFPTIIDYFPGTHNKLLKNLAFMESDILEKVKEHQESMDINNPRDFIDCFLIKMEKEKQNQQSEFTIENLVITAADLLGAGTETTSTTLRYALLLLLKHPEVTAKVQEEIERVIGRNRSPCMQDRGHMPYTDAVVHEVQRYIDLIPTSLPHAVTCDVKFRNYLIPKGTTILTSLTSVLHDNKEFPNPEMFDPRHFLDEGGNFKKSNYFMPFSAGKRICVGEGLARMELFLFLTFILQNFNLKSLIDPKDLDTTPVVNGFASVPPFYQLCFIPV
# CYP2C19 inhib: inhibitors of human CYP2C19 | P33261 | CYP2C19 Supersomes, luciferin-H EGE luminescence, 30 min | inhibition, % at 5 µM | hit rate 21% among 96,000;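 active means CYP2C19 inhibition above a set limit at 5 µM in the primary screen, cut at about 50% in these data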;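 further: plate controls were negative control wells for no effect and 2.5 mM tranylcypromine positive control for full effect; values of inactives mirror those of a sister screen read the other way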
# Numbers without * were called inactive. Not all compounds are listed; rates above refer to the full screens.
CYP2C19 act	CYP2C19 inhib	Structure
1	-4.4	Cc1cc(C)c2nc(SCc3ccc([N+](=O)[O-])cc3)nc(C)c2c1
1.1	-5.8	Cc1ccc2cc3c(N)c(C(=O)N4CC(=O)Nc5ccccc54)sc3nc2c1
0.7	27.5	Clc1ccc(Cl)c(OCc2cc(-c3ccccc3Cl)on2)c1
0.5	51.6*	CC1(C)c2ssc(=S)c2-c2ccccc2N1C(=O)CSC1=NCCS1
0.7	27.9	CCOC(=O)c1c(-c2ccccc2)nc2cc(C)ccn12
0.8	17.8	Cc1ccc(-n2nc(N)c3c(=O)oc(N(C)C)nc32)cc1
0	98.4*	C=CCN(CC=C)C(=O)C(=O)c1cc(C)n(-c2ccc([N+](=O)[O-])cc2)c1C
0.2	80.1*	Brc1ccc2ncnc(Nc3cccc4ccccc34)c2c1
1	3.8	O=C(Oc1ccc(C(=S)N2CCOCC2)cc1Br)c1cc(Cl)ccc1Cl
0.8	16.6	O=C(CSc1nnc(-c2c[nH]c3ccccc23)o1)c1ccccc1
0.9	10.0	FC(F)(F)c1nnc(-c2ccccc2)nc1Sc1ccccc1
0.8	21.2	CCc1nc2ccc(C)cc2c(C(=O)NC2CCCCC2C)c1C (stereo not drawn)
0.8	17.5	O=c1[nH]ncc2c3ccccc3n(Cc3ccccc3)c12
0.9	7.6	O=C(CCN1CCCCC1)c1ccc2c(c1)OCO2
1	0.5	Cc1ccc(C(=O)N2CCN(c3cc(=O)[nH]nc3-c3ccccc3)CC2)cc1
0.9	8.9	CC1(C)Cc2ccccc2C(N/N=C/c2cccc(F)c2)=N1
0.4	59.2*	Cc1ccc(NC(=S)Nc2nc(CC(=O)Nc3ccccc3)cs2)cc1
0.9	6.3	Cn1c(-c2ccc(C(C)(C)C)cc2)n[nH]c1=S
1.1	-9.7	O=C(NN1C(=O)c2ccccc2NC1c1ccccn1)c1ccc(Br)cc1 (stereo not drawn)
0.9	5.2	Cc1cc2c(s1)CCCCC(=O)N2
0.4	59.6*	COc1ccc(C(=O)NC(=S)NC(C)C)cc1Br
0.8	15.0	Cn1/c(=N/N=C/c2ccc([N+](=O)[O-])cc2)sc2ccccc21
1.1	-9.6	COc1ccc(-c2cc(C)nc(SCC(=O)c3cccc([N+](=O)[O-])c3)n2)cc1
0.2	81.1*	CN(C)c1ncc(S(=O)(=O)c2ccc(Cl)cc2)c(-c2ccc(Cl)cc2Cl)n1
1.1	-8.2	O=C(Nc1ccc(N=Nc2ccccc2)cc1)c1ccc(Cl)cc1Cl
0.9	12.4	Clc1ccccc1CSc1cc2c(nn1)-c1ccccc1CC2
0.6	35.7	CCOC(=O)c1c(CSC(=N)N)n(-c2ccc(C)cc2)c2cc(Br)c(OC(C)=O)cc12
1.1	-8.2	Cc1nc(NCCO)c(C#N)c2c1COC(C)(C)C2
0.8	23.4	CCCNC(=S)N1CCC(c2nc3cc(C)c(C)cc3[nH]2)CC1
0.7	28.2	Cc1ccc(-c2nn3c(C)nnc3c3ccccc23)cc1S(=O)(=O)NCc1ccccc1
1.1	-7.0	Cc1ccc(NC(=O)CCC(=O)NNC(=O)c2cccs2)c(C)c1
0.8	24.2	CSc1nc(Sc2cccc(Cl)c2)c2ccccc2n1
1	1.2	CCCOc1ccc(C(=O)NNC(=S)NC(=O)CC)cc1
0.8	24.5	COc1cccc2c1OC[C@@H](CO)[C@H]2N(C)C(=O)Nc1ccccc1
0.9	11.7	CC(=O)NS(=O)(=O)c1ccc(NC(=O)c2cc(-c3ccc(C)c(C)c3)nc3ccccc23)cc1
1	-3.1	COc1ccc(CO/N=C/c2c(C)[nH]c(=O)[nH]c2=O)cc1
0.2	84.1*	O=c1c2ccccc2nc2n1C(CSCc1cccc(C(F)(F)F)c1)CS2 (stereo not drawn)
0.6	37.6	Cc1ccc(-c2nnc(-c3ccccc3)c(N3CCOCC3)n2)cc1
0.7	29.0	CCOc1c2ccc(C(=O)NCCCCc3ccccc3)cc2nn1CC
1.2	-22.5	O=C1CC(N2CCN(CCc3ccccn3)CC2)C(=O)N1c1ccc(Cl)cc1 (stereo not drawn)
0.9	8.5	Cc1cc(C)n(Cc2ccccc2)c(=O)c1S(=O)(=O)c1ccccc1
0.7	31.9	COc1cccc(C(=O)Nc2cc(C(F)(F)F)ccc2Cl)c1
0.3	69.5*	O=C(CCc1ccc(S(=O)(=O)NC2CCCCC2)cc1)N(Cc1ccccc1)Cc1ccccc1
0.9	9.7	CCOC(=O)COc1ccsc1C(=O)OC
0.9	11.3	Cc1ccccc1Nc1ncccc1C(=O)N1CCOCC1
0.8	17.0	CC(C)Cn1c(SCC(=O)c2c(N)n(C)c(=O)n(C)c2=O)nc2ccccc21
0.7	34.0	COc1ccc(-c2c(C#N)c(N)nc3c2CCc2ccccc2-3)cc1OC
1	-0.6	COc1ccc(C(=O)NC(=S)NNC(=O)CCc2ccccc2)cc1
0.9	14.3	O=[N+]([O-])C1=CC=C2C(=NC3(CCCCC3)N2O)C1=NCCO
1.2	-17.2	O=C(NCC1CCCO1)C(c1cccnc1)N(C(=O)Cc1cccs1)c1cccnc1 (stereo not drawn)
0.7	25.8	Cc1cc(C)nc(SCC(=O)Nc2ccccc2[N+](=O)[O-])n1
0.9	11.5	Cc1cc(-c2ccccc2)n(-c2ccc(C(=O)NC(C)C)cc2)n1
0.7	28.5	Cc1ccc(C(=O)NNC(=O)C2CCCN(c3ncccn3)C2)cc1 (stereo not drawn)
0.5	49.0	C=CCOc1ccc(CNn2cn[nH]c2=S)cc1OCC
1	-3.1	O=C(NNC(=O)C1CCCN(c2ncccn2)C1)c1ccc(F)cc1 (stereo not drawn)
0.6	44.9	CCCc1ccc(-c2cc(C(=O)NCCc3ccc(S(N)(=O)=O)cc3)c3ccccc3n2)cc1
0.8	16.8	Nc1nc(Br)c2c(F)cccc2c1-c1ccc(F)cc1
1	4.0	Cc1nc(C(=O)Nc2ccc(Cl)cc2Cl)nn1-c1cc(OC(C)C)c(Cl)cc1Cl
0.5	49.9	COc1cccc(/C=N/NC(=O)c2ccc(OCc3cccc(Br)c3)cc2)c1
0.4	63.6*	COC(=O)Cc1c(O)ccn(Cc2cccc3ccccc23)c1=O

# (listing goes on)
CYP2C19 act	CYP2C19 inhib	Structure
0.4	58.8*	Cc1ccc(C)c(NS(=O)(=O)c2cc(C(=O)NCCSC3CCCCC3)ccc2C)c1
0.3	67.8*	Cc1cccc(N(CC(=O)NCCSCc2ccco2)S(=O)(=O)c2ccccc2)c1
0.3	68.5*	O=S1(=O)C=C(SCc2ccc(Cl)c(Cl)c2)Nc2ccccc21
0.9	12.5	Cc1ccc(C(=O)Cn2nnc3ccccc32)cc1C
0.9	10.5	CCCC(=O)Nc1ccc(C(=O)Nc2cc(C(F)(F)F)ccc2Cl)cc1
0.9	8.1	COc1ccccc1/C=C\C=N\n1c(C2CCCCC2)n[nH]c1=S
0.9	13.3	Cc1ccc(/C=N/n2c(-c3cccs3)n[nH]c2=S)cc1
1	-1.3	C/C(=N/NC(N)=S)c1ccccc1[N+](=O)[O-]
0.9	8.2	Cc1cc(-c2c(C)[nH]n(-c3ccc(Cl)cc3)c2=O)n(-c2ccc(Cl)cc2)n1
1	2.7	CCOC(=O)C1=C(Nc2ccc(C)cc2)CC(C)(O)C(C(=O)OCC)C1c1ccccc1 (stereo not drawn)
0.7	34.6	CCOc1ccccc1N1CCN(c2nc3ccccc3nc2C(C#N)C(=O)OC)CC1 (stereo not drawn)
0.8	22.1	COc1ccc(CNC(=O)C2CC(c3cccc([N+](=O)[O-])c3)=NO2)cc1 (stereo not drawn)
0.5	46.3	COc1cccc(Sc2cc(N3CCOCC3)nc(-c3ccccc3)n2)c1
0.9	7.1	CN1CCc2c(c3c(n2C)CCN(C)[C@@H]3c2cccnc2)[C@H]1c1cccnc1
0.8	18.5	CCCc1cc(C(=O)N/N=C/c2ccc(C)o2)c2ccccc2n1
0.6	43.2	CCOC(=O)c1ccc(N/C=C/C(=O)c2ccc(OC)cc2)cc1
1	4.7	Cc1ccc(C(=O)NN2CCOCC2)cc1
0.5	46.4	O=C(/C=C\NCC(=O)c1ccccc1)c1ccccc1
0.8	21.0	Cc1ccc(C(=O)N/C(=C\c2cccs2)C(=O)NCCc2c[nH]c3ccccc23)cc1C
0.2	76.8*	COc1ccc(Cn2ccc(=O)c(Cc3c(Cl)cccc3Cl)c2C)cc1
0.9	13.9	O=C1CNC(=O)/C1=C/c1ccc(O)cc1
0.1	90.7*	COc1cc(SC)ccc1C(=O)NCc1ccc(C)cc1
1.1	-6.2	Cc1cc(=O)n2c3ccccc3n(CC(O)CN3CCCC3)c2c1C#N (stereo not drawn)
1.1	-10.0	CNc1nc(Oc2ccc(=O)n(C)n2)nc(N2CCOCC2)n1
1	-3.0	O=C(NCc1ccco1)c1cc(C(=O)C2CCCCC2)c[nH]1
1.1	-7.4	COC(=O)c1ccc(C2C(Oc3ccccc3)C(=O)N2CCc2ccc(F)cc2)cc1 (stereo not drawn)
0.6	38.1	COC(=O)c1ccc(Oc2ccc(C(C)(C)C)cc2)c([N+](=O)[O-])c1
1.2	-15.1	Cc1ccc(C)c(NC(=O)Cn2nnc(C(=O)NCc3cccs3)c2N)c1
1	1.4	COc1cc2c(cc1OC)C1=C(C#N)CCC(=NC(=O)c3ccc(Cl)cc3)N1CC2
0.9	11.9	Cc1ccc(C)c(Nc2nc3nonc3nc2N2CCOCC2)c1
0.8	24.3	O=C(CSc1nc2c(sc3ccccc32)c(=O)n1CCCN1CCOCC1)NC1CCCC1
1	3.1	O=C(Cn1cnc2ccccc21)N/N=C/c1ccccn1
0.3	66.3*	Nc1ncc(Br)cc1S(=O)(=O)NCCC(=O)Nc1cccc(Cl)c1
0.2	77.4*	O=C(Nc1ccc(Cc2ccncc2)cc1)c1ccc(Cl)c([N+](=O)[O-])c1
0.6	44.3	CC(NC(=O)Cc1ccc(F)cc1)c1ccccc1 (stereo not drawn)
0.4	61.2*	CCOc1ccc2nc(SCC(=O)Nc3cc4c(cc3C(C)=O)OCO4)[nH]c2c1

# Entries of single compounds as entered above.
# CC(NC(=O)Cc1ccc(F)cc1)c1ccccc1 (stereo not drawn) is listed as CYP2C19 act = 0.6; CYP2C19 inhib = 44.3
# O=C(CSc1nc2c(sc3ccccc32)c(=O)n1CCCN1CCOCC1)NC1CCCC1 is listed as CYP2C19 act = 0.8; CYP2C19 inhib = 24.3

# The main list resumes with the two entries that preceded the break.
CYP2C19 act	CYP2C19 inhib	Structure
0.6	44.3	CC(NC(=O)Cc1ccc(F)cc1)c1ccccc1 (stereo not drawn)
0.4	61.2*	CCOc1ccc2nc(SCC(=O)Nc3cc4c(cc3C(C)=O)OCO4)[nH]c2c1
0.8	24.1	CC(C)(C)c1ccc(C2CC2C(=O)N/N=C\c2cc3ccccc3nc2Cl)cc1 (stereo not drawn)
0.9	13.8	CCc1ccc(-n2nnnc2SCC(=O)NNC(=O)c2ccco2)cc1
1.1	-6.5	CC(C)(C)NC(=O)C(=O)NNC(=O)c1ccccc1
0.9	9.9	Cc1ccc(C(=O)NNC(=O)C2CCN(c3nccc(C)n3)CC2)cc1
0.6	42.5	O=[N+]([O-])c1cc(-n2cnnn2)ccc1N1CCC(Cc2ccccc2)CC1
0.9	12.3	Cc1cc2ncn(/N=C/c3ccc([N+](=O)[O-])o3)c2cc1C
0.6	44.2	COc1ccccc1NCc1nnc(SCC(=O)N/N=C/c2ccco2)n1-c1ccc(Cl)cc1Cl
0.6	35.8	Cc1ccc(-c2nnn(CC(=O)N(c3ccccc3F)C(C(=O)NCC3CCCO3)c3c[nH]c4ccccc34)n2)cc1 (stereo not drawn)
0.7	30.2	Cc1c(Cl)c([N+](=O)[O-])nn1CC(=O)Nc1c(C)n(C)n(-c2ccccc2)c1=O
0.8	22.2	CCc1ccc(/C(C)=N\Nc2ccc([N+](=O)[O-])cc2)cc1
1	-2.1	CC(C)c1ccc(C(CC(=O)c2ccc(Cl)cc2)C(=O)O)cc1 (stereo not drawn)
0.9	5.4	OCCNCCCOc1ccc(Cl)cc1Br
0.7	30.1	COCCCNCCCOc1ccc(Cl)cc1Br
1	-1.9	CCCCN1C(=O)CCC(C(=O)O)C1c1ccccc1 (stereo not drawn)
0.5	46.7	COc1ccc2nc3oc(C(=O)NCc4cccs4)cc3cc2c1
0.8	22.0	CC1(C(=O)CSc2nc3ccccc3s2)CCC(=O)O1 (stereo not drawn)
0.9	10.7	Nc1nc(Cl)cc(N2CCC(c3cc(-c4ccc(Cl)cc4)n[nH]3)CC2)n1
0.9	10.5	O=[N+]([O-])C1=CC=C2C(=NC3(CCCCC3)N2O)C1=NC1CCCCC1
0.9	10.2	Cn1c(CNS(=O)(=O)c2ccc(Cl)cc2)n[nH]c1=S
0.9	8.8	CCOc1cccc(SCc2noc(C(=O)NC(C)C)c2C(=O)O)c1
0.8	15.7	Cc1nn(CC(=O)NCc2ccccc2)c(C)c1[N+](=O)[O-]
0.7	30.8	COc1ccccc1/C=C1\SC(=S)N(Nc2nc(C)cc(C)n2)C1=O
0.5	48.7	CCc1ccc(NC(=S)Nc2cccc(OC)c2)cc1
0.7	27.0	Cc1ccc(SCC(=O)Nc2cccc(C(=O)NC(C)(C)C)c2)cc1
1.1	-5.6	O=C(Oc1oc(-c2ccco2)nc1C=Nc1ccc(Cl)cc1)c1ccco1
1.1	-9.0	O=[N+]([O-])c1ccc(-c2nc3ccc([N+](=O)[O-])cc3[nH]2)cc1
0.6	37.2	Cc1ccc(NC(=O)c2cc(NC(=O)CCCC(=O)O)ccc2Cl)cc1Cl
0.9	6.5	O=C(COc1ccccc1Cl)NC(=S)N1CCc2ccccc21
1	2.2	COc1ccc(NC(=O)c2cc(S(=O)(=O)N3CCS(=O)(=O)CC3)ccc2Cl)cc1
